Lipid droplet – inhibitors of hepatocyte lipid droplet formation, primary screen, imaging, high-throughput imaging, BODIPY stain. AML12 mouse hepatocytes, oleate lipid droplets. inhibition, % at 6.5 µM. 240,000 tested, 0.4% active. AID 1656, 2009;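 active = lipid droplet intensity inhibited by at least 50%, with more than 500 cells counted; inconclusive = wells with under 300 cells, treated as cytotoxic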
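Assay system: AML12 hepatocytes (mouse) / Also added: 100 µM oleic acid challenge / Times: overnight treatment with compound plus oleate / Detection: high-content imaging of BODIPY-stained droplets and DAPI nuclei / Evaluation: % inhibition of lipid droplet signal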
Autophagy mod – autophagy modulators in MEF cells, primary screen, imaging, high-content, MEF GFP-LC3. MEF GFP-LC3 puncta imaging; test concentration mostly 10 µM. 190,000 tested, 0.98% active. AID 463193, 2010. calls only at 10 µM (by protocol);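 active = percentage of spot-positive cells more than 3 SD above its plate mean, without a fluorescence outlier flag or 80% toxicity; inconclusive = no clear call, values can overlap the other calls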;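 note: spot-positive cell cutoff set from DMSO-treated cells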
bCat nuc transl – modulators of beta-catenin nuclear translocation, primary screen, imaging, HeLa cells, immunofluorescence, high-content; 190,000 tested, 0.3% active; nuclear translocation activity, % at 5 µM;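 active = nuclear translocation activity above 50% at 5 µM, with a well cell count of 50 or more; inconclusive = wells under 50 cells across six images, flagged as toxic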;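 note: per-cell ratio of nuclear to cytoplasmic median beta-catenin stain intensity; plate controls were DMSO negative control for no effect and GSK-3 inhibitor IX positive control for full effect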
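Test system: human HeLa cells, endogenous beta-catenin. Times: 24 h compound exposure, 37°C. Measured by: beta-catenin immunofluorescence imaging with DAPI.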
PhoP inhibition – inhibitors of PhoP regulon expression, primary screen, Salmonella Typhimurium, GFP reporter (AID 1863) | S. Typhimurium PhoP-regulated promoter GFP reporter, 4 h; higher % means a stronger effect | one-dose inhibition, % at 50 µM; IC50 in µM for titrated hits | 300,000 tested, 0.16% active;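 active = inhibition over 29.93%, a cutoff 3 SD above the screen mean, later confirmed by dose response; inconclusive = inhibition over 29.93% but no dose response follow-up; inactive = inhibition at most 29.93% or unconfirmed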;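 note: 0% = low Mg2+ inducing control and 100% = high Mg2+ repressing control; strong numbers were not always called active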
CSM14.1 death rescue – rescue of cells from ER stress-induced death, primary screen, 384-well, CSM14.1, thapsigargin, ATP luminescence (AID 1222) | CSM14.1 thapsigargin-induced death rescue, ATP luminescence; higher % means a stronger effect | 190,000 tested, under 10 active | cellular ATP content (survival), % at 20 µM, or EC50 in µM where a hit was titrated;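 active = EC50 below 50 µM in the dose-response confirmation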;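 note: death triggered by thapsigargin at about 15 µM added after 2 h compound pretreatment; cell ATP read after overnight thapsigargin exposure of roughly 18 to 22 hours; normalized against plate controls of thapsigargin alone and 5% DMSO vehicle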
Dynein transport – inhibitors of GR-EGFP nuclear translocation, primary screen, dynein cargo transport inhibitor project, imaging, high-content, 3617.4 mouse cells; test concentration mostly 20 µM; stimulated with dexamethasone, 1 µM; hits give low values; z-score, hits read low; 220,000 tested, 0.47% active;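 active = plate z-score of nuclear minus cytoplasmic receptor signal below a set negative limit, without overly bright fluorescence or cell loss, cut at about -3.5 in these data, passing the limit was not always enough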;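 note: z-score of nuclear minus cytoplasmic ring GR-EGFP intensity difference per well; some compounds called inactive have numbers as strong as hits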
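medium = tetracycline-free induction medium containing charcoal-stripped FBS | also added = 1.0 µM final dexamethasone stimulus | schedule = 48 h induction, 1 h compound, 30 min dex at 37 °C | technique = fixed, Hoechst-stained cells imaged at 10x for EGFP | measure = GR-EGFP nuclear translocation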
Insulin prom up – insulin promoter activators in MIN6 cells, imaging, high-content screening, mouse beta cells | MIN6 insulin promoter-GFP reporter; hits give high values | z-score at 5 µM | 190,000 tested, 0.3% active | AID 1625, 2009;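 active = z-score above 3 at 5 µM with at least 500 cells counted in the well; inconclusive = wells under 500 cells, flagged as cytotoxic or low count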
T cell HTS – modulators of CD8 T cell-vesicle binding, primary screen, mouse 2C CD8+ T cells, flow cytometry. 2C CD8+ T cell-vesicle binding; hits give low values. calls only at 7 µM. 330,000 tested, 0.068% active. AID 2052, 2009;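 active = response, share of CD8 T cells binding vesicles, and their 90th percentile fluorescence all below set limits, cut at about 80% in these data, passing the limit was not always enough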
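Benchmarks: naked versus QL9-loaded vesicles / Assay system: purified 2C TCR transgenic mouse naive CD8+ T cells / Technique: high-throughput flow cytometry with anti-B7-1 and anti-CD8 staining / Timing: Cell–vesicle co-incubation 1.5 h at 37 °C, staining 20 min on ice / Read-out: percent CD8+ FL2 mean versus row control / Probe or stimulus: QL9-loaded Drosophila micro-vesicles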
MT stabilizer – microtubule stabilizers in HeLa cells, primary screen, imaging, high-content imaging. AID 2205, 2009. % tubulin-high responders, % at 10 µM. HeLa tubulin immunostaining HCS, 24 h; share of cells brighter than vehicle mean+2SD. 200,000 tested, 0.83% active;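 active = plate Z-score above 3 for both tubulin-high and condensed-nucleus cell shares, with cell loss under 80%, at 10 µM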;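 note: anti alpha tubulin signal scored within the nucleus-defined area of each cell; some results filed as inactive read as strong as hits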
Dynein transport cytoplasmic EGFP – recorded beside Dynein transport, whose call it bears; z-score; measured here: cytoplasmic GR-EGFP intensity; hits give high values
Dynein transport nuclear GR-EGFP – second read-out of Dynein transport, no call of its own (marks repeat the call); z-score; measured here: nuclear GR-EGFP intensity;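 lower value marks the stronger effect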
Dynein transport cell count – second read-out of Dynein transport, no call of its own (marks repeat the call); z-score; measured here: cell count per field
Insulin prom up cell count – second read-out of Insulin prom up, no call of its own (marks repeat the call); cell count; measured here: cytotoxicity, nuclei count;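 total cells summed across four imaged fields per well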
Lipid droplet cells 6.5 µM – further read-out of Lipid droplet, marked with its call; cell count; measured here: cell count, cytotoxicity flag;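 cells counted across two imaged fields per well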
bCat nuc transl cell count 5 µM – further read-out of bCat nuc transl, marked with its call; cell count; measured here: cell count, cytotoxicity flag
T cell HTS vesicle-bound % – further read-out of T cell HTS, marked with its call; double positive events, %; measured here: CD8+ vesicle-bound cell fraction;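 binding gate set so that unloaded-vesicle control wells show 10% double positive cells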
MT stabilizer Hoechst-high % – second read-out of MT stabilizer, no call of its own (marks repeat the call); % Hoechst-high responders; measured here: nuclear condensation Hoechst responders;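 share of cells brighter than vehicle mean plus two SD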
MT stabilizer cytotoxicity % – also measured in MT stabilizer; calls as there; toxicity, %; measured here: cytotoxicity by cell density;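 0% = mean cell density of plate MIN control wells and 100% = no cells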
Autophagy mod cell loss 18 h – second read-out of Autophagy mod, no call of its own (marks repeat the call); toxicity, %; measured here: cell loss, nuclei count;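 cell loss after 18 h compound exposure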
Numbers without * were called inactive; i = inactive; ? = inconclusive; / = no result given.

SMILES | Lipid droplet | Lipid droplet cells 6.5 µM | Autophagy mod | Autophagy mod cell loss 18 h | bCat nuc transl | bCat nuc transl cell count 5 µM | PhoP inhibition | CSM14.1 death rescue | Dynein transport | Dynein transport cytoplasmic EGFP | Dynein transport nuclear GR-EGFP | Dynein transport cell count | Insulin prom up | Insulin prom up cell count | T cell HTS | T cell HTS vesicle-bound % | MT stabilizer | MT stabilizer Hoechst-high % | MT stabilizer cytotoxicity %
CCCOc1ccc(-c2nnn(CC(=O)N3CCC(C)CC3)n2)cc1 | 1.7 | 764 | i | 25.3 | -2.3 | 1153 | 27.0% | 3.7% | 1.07 | -0.239 | 1.22 | -0.452 | -0.5 | 929 | i | 23.1 | 2.5 | 1.6 | 4.8
C[C@H](NC(=O)c1ccco1)C(=O)NCCc1ccc(S(N)(=O)=O)cc1 | 32.9 | 741 | / | / | 1.2 | 1280 | -5.7% | / | -0.29 | -0.208 | -0.167 | -0.248 | 0.34 | 1101 | i | 17.2 | / | / | /
O=C(Nc1ccc(Cl)c(Cl)c1)OCc1cccnc1 | -2.8 | 701 | i | 4.2 | 2.3 | 1041 | -0.5% | / | -1.21 | -0.331 | -0.543 | -0.226 | 0.44 | 1084 | i | 59.4 | 1.7 | 1.6 | 2.0
O=C(Nc1cccnc1)c1ccc2c(c1)C(=O)N(Cc1cccnc1)C2=O | -2.5 | 732 | i | -2.1 | -2.2 | 707 | -7.1% | 0.1% | 0.984 | -0.217 | 0.488 | -0.166 | 0.35 | 1242 | i | 31.5 | 3.7 | 2.4 | 2.2
CCOCCn1c(-c2ccccc2)nc2ccccc21 | -24.1 | 724 | / | / | -0.7 | 1336 | / | / | 2.08 | -0.063 | 1.57 | -2.55 | -0.23 | 1050 | i | 15.4 | / | / | /
CC(C(=O)NCC1(c2ccccc2)CCOCC1)N1CCOCC1 (stereo unspecified) | -7.8 | 725 | i | 22.6 | 0.8 | 1537 | 2.9% | -0.8% | -0.858 | -0.116 | -0.623 | 0.232 | -0.56 | 1025 | i | 17.6 | 2.2 | 2.0 | 6.4
CC(=O)Nc1sc2c(c1C(c1ccccc1Cl)N1CCN(CCO)CC1)CCCC2 (stereo unspecified) | 26.8 | 697 | i | -4.8 | 1.0 | 1037 | -4.1% | -1.5% | 0.798 | -0.194 | 0.709 | -2.27 | -1.47 | 1204 | i | 67.7 | 2.9 | 2.5 | 10.9
CCOc1ccc(N2C(=O)CSC2c2ccncc2)cc1 (stereo unspecified) | -2.4 | 735 | i | -7.8 | -4.3 | 1158 | -14.7% | 0.7% | 0.0998 | -0.243 | 0.413 | 0.815 | 0.28 | 1210 | i | 27.4 | 1.5 | 2.8 | 19.5
CN(C)c1ccc2c(O)cc(=O)n(C)c2c1 | / | / | i | 37.1 | 0.2 | 867 | 10.5% | 2.1% | 0.676 | -0.165 | 0.283 | 0.625 | -0.87 | 1391 | i | 29.2 | 2.7 | 3.3 | 15.7
CC(=O)OCC(=O)Nc1ccc(N=Nc2ccccc2)cc1 | 10.2 | 586 | i | 1.6 | 15.2 | 938 | -7.7% | 1.5% | -0.394 | -0.302 | -0.388 | 0.319 | 0.44 | 1584 | i | 47.4 | 3.9 | 3.4 | 5.7
Cc1ccc(NC(=O)CNc2ccc(N3CCOCC3)cc2)cc1S(=O)(=O)N(C)C | 3.5 | 697 | i | -4.3 | -0.9 | 1077 | 6.0% | -0.3% | 0.52 | -0.0815 | 0.626 | -1.64 | 0.79 | 1318 | i | 8.7 | 1.7 | 1.2 | 4.0
CCCCn1c(Cc2ccccc2)nnc1SCC(=O)N1CCOCC1 | -4.6 | 774 | i | -2.7 | 3.3 | 503 | 2.4% | -2.3% | 0.23 | -0.256 | 0.0296 | -0.213 | / | / | i | 62.4 | 3.5 | 1.9 | 2.4
CC1CCN(C(=S)Nc2ccc3nc4n(c(=O)c3c2)CCCCC4)CC1 | -1.2 | 692 | i | 9.8 | 0.0 | 1007 | 1.1% | -2.1% | -0.897 | -0.162 | 0.3 | 0.566 | -0.38 | 1413 | i | 7.5 | 5.8 | 3.4 | 3.8
O=c1[nH]c2cc3c(cc2cc1CN(CCO)S(=O)(=O)c1ccccc1Cl)OCCO3 | 12.6 | 772 | i | 1.9 | -7.9 | 1191 | 2.0% | -4.3% | 0.574 | -0.289 | 0.669 | 0.0838 | / | / | / | / | 1.2 | 1.8 | 3.8
COc1ccc(Cl)cc1NC(=O)/C=C/C(=O)O | -17.9 | 755 | / | / | -0.1 | 1012 | -11.3% | / | 0.268 | 0.0906 | 0.139 | 0.0213 | -0.6 | 1442 | i | 4.6 | / | / | /
CC12CC3(C)CC(C)(C1)CC(C(=O)NC1=NCCS1)(C2)C3 | / | / | i | -0.8 | / | / | / | / | -0.141 | -0.17 | 0.774 | -0.674 | / | / | i | 40.4 | 3.8 | 3.0 | 2.5
O=C(Nc1cccc(C(=O)N2CCN(Cc3ccccc3)CC2)c1)c1ccccc1 | / | / | i | 0.0 | -1.7 | 1341 | -5.4% | -1.3% | 2.35 | 1.13 | 2.08 | -2.63 | 0.95 | 1338 | i | 10.9 | 1.7 | 2.4 | 9.2
Cc1cccc(C(CC(=O)O)n2cccc2)c1 (stereo unspecified) | 3.4 | 732 | i | -0.5 | -3.9 | 1175 | -16.9% | 2.9% | 0.484 | 0.0415 | 0.657 | -0.531 | -0.02 | 858 | i | 38.2 | 1.2 | 1.2 | 7.1
O=C(CCNS(=O)(=O)c1cccc2nsnc12)NCc1cccs1 | 3.1 | 723 | i | -0.4 | -1.7 | 1268 | 30.4% | -2.2% | 0.858 | 0.123 | 0.388 | 0.0672 | -0.86 | 914 | i | 16.3 | 1.7 | 2.2 | 4.3
CCCCn1c(NC(=O)c2ccco2)c(S(=O)(=O)c2ccc(C)cc2)c2nc3ccccc3nc21 | -14.4 | 764 | i | -53.9 | -1.7 | 579 | 3.1% | -2.7% | 0.827 | 0.307 | 1.03 | -1.2 | 0.32 | 1213 | / | / | 2.7 | 1.1 | 8.9
CC(C)Cc1cc(C(=O)Nc2cc(Cl)ccc2Cl)no1 | -5.5 | 658 | / | / | -1.7 | 1181 | 11.2% | -2.4% | 0.785 | -0.146 | 0.822 | -0.478 | 1.53 | 2096 | i | 44.3 | 6.2 | 2.0 | 5.7
Cc1[nH]ccc2c1[nH]c1cc(=O)ccc12 | 18.8 | 881 | / | / | -3.6 | 1109 | 4.9% | / | 0.0566 | -0.262 | -0.051 | 0.0931 | -0.53 | 1341 | i | 55.6 | / | / | /
CC(=O)c1cccc(NC(=O)C2CCCN(S(=O)(=O)c3ccc(F)cc3)C2)c1 (stereo unspecified) | -20.6 | 706 | i | 7.4 | / | / | -8.6% | / | 2.4 | 0.191 | 2.58 | -3.17 | / | / | i | 5.4 | 5.6 | 2.4 | 5.1
O=C(c1cccs1)c1coc2ccc(O)c(CN3CCOCC3)c12 | / | / | i | 0.8 | / | / | -4.7% | 1.5% | 0.725 | -0.417 | 0.565 | -0.0135 | -0.47 | 1150 | i | 59.9 | 3.2 | 1.7 | 10.0
COc1ccc(CNC(=O)/C=C/c2ccc(S(=O)(=O)NCc3ccco3)cc2)cc1OC | 10.4 | 623 | i | 6.9 | -0.9 | 1136 | -9.3% | -2.6% | -0.256 | -0.242 | 0.184 | 0.197 | -0.38 | 1298 | i | 43.6 | 2.3 | 1.6 | 7.3
CCOC(=O)Cn1nc(C)c(NC(=O)COc2cccc(Cl)c2)c1C | 6.0 | 706 | i | -9.6 | -0.2 | 1077 | 7.8% | / | 0.2 | -0.215 | 0.212 | 0.244 | 0.03 | 1220 | i | 35.9 | 1.7 | 1.7 | 5.0
C=CCC1(CC=C)CCCN1C(=O)CC1C(=O)NCCN1Cc1ccccc1OC (stereo unspecified) | 3.7 | 689 | i | 22.2 | 1.9 | 1555 | -7.3% | 0.3% | -1.73 | -0.338 | -0.906 | 1.34 | -0.14 | 1639 | i | 59.3 | 3.1 | 2.6 | 9.1
COc1ccc(-c2cc3nc(C)cc(N4CC(C)CC(C)C4)n3n2)cc1 (stereo unspecified) | -5.7 | 750 | i | 3.8 | -4.9 | 1130 | 0.8% | -0.3% | -1.15 | -0.205 | -0.768 | 0.503 | ? | / | i | 41.6 | 2.3 | 1.7 | 8.3
CCOC(=O)C/C(C)=N\Nc1ccc([N+](=O)[O-])cc1[N+](=O)[O-] | 5.1 | 725 | i | 11.3 | -1.9 | 1059 | 1.0% | 1.2% | 0.39 | -0.183 | 1.04 | -1.53 | 0.18 | 1195 | i | 56.2 | 4.5 | 1.7 | 10.5
Cc1cc(NC(=O)CSc2ccc(-c3ccccc3)nn2)no1 | / | / | i | -0.4 | 0.2 | 1393 | 8.4% | 11.0% | 0.327 | -0.213 | -0.798 | -0.224 | -0.3 | 1631 | i | 30.9 | 3.0 | 2.1 | 3.0
